Screens deposited in PubChem BioAssay by National Center for Advancing Translational Sciences (NCATS).
GLP1R inv ag: acts as inverse agonist at human GLP-1 receptor. P43220. HEK293 GLP-1R CRE-luciferase, luminescence, 24 h; GLP-1R form is constitutively active. Potency, µM (doses to about 38.3 µM), inactives show top-dose activity change, negative = inhibition, most hits filed as inhibitors. 410,000 compounds, 1.6% hits. AID 624417; note: potency is the fitted concentration of half-maximal effect; % is set by controls: 0 for no effect and ±100 for the full control effect; nearly all actives have a fitted effect of over 55% in size
Target sequence (P43220 whole entry, looked up): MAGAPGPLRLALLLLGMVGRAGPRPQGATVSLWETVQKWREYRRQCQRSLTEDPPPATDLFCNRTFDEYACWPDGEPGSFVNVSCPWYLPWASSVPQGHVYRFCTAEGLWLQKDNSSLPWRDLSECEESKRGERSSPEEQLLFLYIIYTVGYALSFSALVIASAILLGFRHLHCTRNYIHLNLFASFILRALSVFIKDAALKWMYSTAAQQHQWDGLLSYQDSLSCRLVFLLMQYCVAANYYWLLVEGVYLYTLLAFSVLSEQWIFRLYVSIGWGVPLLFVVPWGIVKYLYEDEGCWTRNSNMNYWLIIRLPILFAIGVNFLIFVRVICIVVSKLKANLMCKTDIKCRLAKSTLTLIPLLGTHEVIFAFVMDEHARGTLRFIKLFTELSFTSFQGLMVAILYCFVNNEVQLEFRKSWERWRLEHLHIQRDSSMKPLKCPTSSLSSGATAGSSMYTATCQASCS
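Constitutively active GLP-1R drives a cAMP-responsive luciferase in stably transfected HEK293 cells; test compounds are added after overnight (12 h) attachment and left 24 hr, and signal loss in luminescence marks inhibition.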
Akt phos inh: blocks phosphorylation of Akt. 360,000 compounds, 0.32% hits. activity change, % for hits at 50 µM. Neuro2A IGF-stimulated pAkt S473 HTRF, 20 min; hits give low values; in the data active = activity change below about -80%; inconclusive = mostly about -51% to -80%; note: % is set by controls: 0 for no effect and ±100 for the full control effect
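Neuro2A cells (4,500/well, DMEM with 0.5% FBS) were treated with compound at a single 50 µM final concentration, stimulated with 6 nM IGF for 20 min at 37 °C, and lysed. Phospho-Akt Ser473 was read by HTRF as 665/615 ratio ×10^4.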
GLP-1R agonist: activates the human GLP-1 receptor | HEK293 GLP-1R CRE-luciferase, luminescence, 4-6 h; cells express a hypersensitive GLP-1R form | Potency, µM (titrated, usually from 45.6 µM), without a hit: at the highest dose activation, actives largely listed as activators | 380,000 compounds, 0.007% hits | AID 624172; note: potency is the fitted concentration of half-maximal effect; % of control where 0% means no effect
PTHR1 agonist: PTHR1 (human) receptor agonism. Potency, µM (series often up to 115 µM), without a hit: top-dose activation, actives largely listed as activators. HEK293 GP2 PTHR1 cells, GloSensor cAMP luminescence, 1 h. Q03431. 410,000 compounds, 0.075% hits; note: potency is the fitted concentration of half-maximal effect; nearly all actives have a fitted effect of over 55% in size; some results filed as inactive show a strong effect at the top dose; inactives centre near -15; many of its hits are not listed in these tables
Target sequence (Q03431 whole entry, looked up): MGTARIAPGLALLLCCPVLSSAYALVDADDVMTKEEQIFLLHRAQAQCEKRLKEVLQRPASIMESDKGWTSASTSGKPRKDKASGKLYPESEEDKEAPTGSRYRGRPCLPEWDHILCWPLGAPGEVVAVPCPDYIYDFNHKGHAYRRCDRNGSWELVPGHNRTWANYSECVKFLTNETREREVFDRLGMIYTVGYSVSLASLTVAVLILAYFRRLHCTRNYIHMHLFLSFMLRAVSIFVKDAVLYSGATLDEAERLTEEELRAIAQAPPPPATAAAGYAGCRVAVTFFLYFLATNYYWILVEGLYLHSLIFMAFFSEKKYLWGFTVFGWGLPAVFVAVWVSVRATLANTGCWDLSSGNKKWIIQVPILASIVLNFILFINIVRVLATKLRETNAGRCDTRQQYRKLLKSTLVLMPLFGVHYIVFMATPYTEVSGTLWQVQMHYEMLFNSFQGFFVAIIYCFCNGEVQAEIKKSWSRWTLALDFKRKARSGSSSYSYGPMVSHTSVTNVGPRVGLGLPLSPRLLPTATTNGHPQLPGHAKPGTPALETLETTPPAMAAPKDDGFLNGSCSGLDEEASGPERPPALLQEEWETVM
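HEK-293-derived GP2 cells expressing PTHR1 and a GloSensor cAMP reporter, 3,000/well, plated overnight, given luciferin plus IBMX (each 0.5 mM as added) for 1 h at 37 °C, then compound for 1 h at 37 °C. Luminescence was read after 15 min at room temperature.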
TDP43 rescue: TDP-43 toxicity inhibition in yeast | 410,000 compounds, 1.8% hits | AID 652104 | TDP-43 expressing yeast growth rescue, BacTiter-Glo, 24 h | Potency, µM (doses to about 46.1 µM), without a hit: at the highest dose growth rescue (activation), usual class: activators; note: potency is the fitted concentration of half-maximal effect; % of control where 0% means no effect; nearly all actives have a fitted effect of over 50% in size
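Luminescence from BacTiter-Glo reports growth of TDP-43-expressing yeast after 24 hr at 30 deg C with compound. Cells were raffinose-pregrown to mid-log, then seeded in galactose medium at OD600=0.02.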
FUS yeast rescue: suppressors of FUS proteinopathy in yeast; S. cerevisiae FUS-expressing, growth rescue, OD600, 24 h; Potency, µM (top dose mostly 76.6 µM), for the others: at the top dose growth rescue (activation), usual class: activators; 390,000 compounds, 0.24% hits; AID 1347120;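 note: potency is the fitted concentration of half-maximal effect; plate controls were DMSO vehicle for no effect and reference control for full effect; nearly all actives have a fitted effect of over 55% in size; some results filed as inactive show a strong effect at the top dose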
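Cultures pregrown in 2.5% raffinose medium are shifted to minimal medium containing 2% galactose to express toxic FUS. Compounds are tested at several concentrations. After 24hr at 30C, growth is quantified at 600 nm absorbance.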
aSyn yeast inh: alpha-synuclein toxicity inhibition in yeast; Yeast expressing alpha-synuclein, growth rescue, BacTiter-Glo, 24 h; Potency, µM (top dose mostly 46.1 µM), for the others: top-dose growth rescue (activation), actives largely listed as activators; 370,000 compounds, 0.14% hits; AID 652106; note: potency is the fitted concentration of half-maximal effect; % of control where 0% means no effect; nearly all actives have a fitted effect of over 65% in size
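Screening used galactose-induced yeast with toxic alpha-synuclein levels, exposed to compound for 24 hr at 30 deg C. Cell growth, read with BacTiter-Glo luminescence, gave the measured signal.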
Abeta yeast res: A-beta toxicity reversal in yeast; yeast expressing A-beta42, growth rescue, OD600, 48 h; response scale: 0% DMSO, 100% iron-clioquinol control; 410,000 compounds, 0.063% hits; AID 1347071; Potency, µM (doses to about 46.1 µM), without a hit: top-dose growth rescue, hits mostly activators; note: potency is the fitted concentration of half-maximal effect; nearly all actives have a fitted effect of over 55% in size
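Growth rescue measured by 600 nm absorbance after 48 h yeast culture at 30 C with compound. Values normalized between DMSO and an equimolar ferric chloride plus clioquinol control.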
DRD3 antagonist: blocks the human D3 dopamine receptor; P35462; D3R cells, DiscoveRx beta-arrestin luminescence, antagonist mode; hits give low values; max response, negative = inhibition, %; 360,000 compounds, 2.5% hits; AID 652054; in the data active = max response below about -50%; inconclusive = no clear call, values can overlap the other calls; note: % is set by controls: 0 for no effect and ±100 for the full control effect; mostly tested at two doses, the higher about 12 µM
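Cells plated overnight at 1500 cells/well, then exposed to library compounds with dopamine controls for 90 minutes at 37 degrees C. DiscoveRx reagent added for 30–60 minutes at room temperature; luminescence read, quantitative HTS format.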
The depositor's hits bear a star; i = inactive; ? = inconclusive; . = no result given; & = joins results of further samples; [ ] = dose if it differs, or a comment. Unless noted, calls come from the whole dose curve; as a rule, active = well fitted curve in the direction sought with a large enough effect; inconclusive = small, poorly fitted or top-dose-only effect, or another doubt; inactive = no such curve, though single readings can be large; an effect the other way counts as inactive or inconclusive. The list is partial. The share of hits here may be higher or lower than overall.

SMILES	GLP1R inv ag	Akt phos inh	GLP-1R agonist	PTHR1 agonist	TDP43 rescue	FUS yeast rescue	aSyn yeast inh	Abeta yeast res	DRD3 antagonist
COC(=O)C1CSC(C(=O)OC)N1C(=O)Nc1ccc(Cl)c(Cl)c1 (stereo unspecified)	-1.3%	i	-4.0%	-11.5%	10.4%	9.1%	-4.8%	-2.9%	0.0
CCCCC[C@@H](C)N1C[C@H](COCc2ccccc2)Oc2cc(N3CC[C@@H](O)C3)ccc2S1(=O)=O	?	i	-1.1%	-44.4%[inhibitor]	-0.9%	?	-0.2%	-4.6%	-16.9
O=C(CSc1nc(-c2ccccc2)cc(C(F)(F)F)n1)N1CCOCC1	0.0%	i	-4.4%	i	23.6%	22.4%	-0.1%	0.7%	1.7
CN(C)S(=O)(=O)c1ccc(NC=O)cc1	5.6%	i	-0.3%	-9.9%	-23.7%	15.1%	-4.5%	-15.0%	4.5
Nc1c(C(=O)Nc2nc3ccccc3s2)sc2nc(-c3cccs3)ccc12	0.0%	i	-25.0%	-92.6%[inhibitor]	?	?	4.8%	20.6%	-22.1
Cn1c(=O)c2sccc2n(CC(=O)NCCC2=CCCCC2)c1=O	4.5%	i	-0.4%	i	2.0%	6.2%	4.6%	-6.0%	13.7
Cc1cc(C)cc(C(=O)N(Cc2ccco2)c2c(N)n(Cc3ccccc3)c(=O)[nH]c2=O)c1	1.4%	i	-3.4%	-17.8%	15.3%	.	2.2%	7.5%	-17.9
CC(OC(=O)CCCN1C(=O)c2ccccc2C1=O)C(=O)Nc1ncc(Cl)cc1Cl (stereo unspecified)	4.5%	i	-8.0%	i	9.8%	24.0%	2.1%	24.3%	21.5
COc1ccc(-n2c(SCc3cn4c(C)cccc4n3)nc3ccccc3c2=O)cc1OC	18.8%	i	?	-27.4%	13.1%	-10.9%	-3.5%	-6.4%	-19.3
Cc1cc(C)cc(NC(=O)/C(C#N)=C/c2cn(CC(=O)NCc3ccco3)c3ccccc23)c1	26.6%	i	-1.4%	i	-9.9%	12.1%	0.2%	0.7%	?
Cc1ccc(C(=O)NNC(=O)C(C)Oc2ccccc2F)cc1S(=O)(=O)N1CCOCC1 (stereo unspecified)	2.3%	i	-2.7%	i	-5.5%	13.0%	-5.2%	-6.3%	-4.3
CC(=O)C1=C(O)C(=O)N(c2cc(C(C)(C)C)on2)C1c1ccc(Br)cc1 (stereo unspecified)	8.91µM*	i	2.9%	-59.8%[inhibitor]	-13.8%	?	-15.6%	-14.5%	-22.7

Marked active in GLP1R inv ag, of those listed so far:
Structure	GLP1R inv ag	Akt phos inh	GLP-1R agonist	PTHR1 agonist	DRD3 antagonist
CC(=O)C1=C(O)C(=O)N(c2cc(C(C)(C)C)on2)C1c1ccc(Br)cc1 (stereo unspecified)	8.91µM*	i	2.9%	-59.8%[inhibitor]	-22.7

Later entries:
SMILES	GLP1R inv ag	Akt phos inh	GLP-1R agonist	PTHR1 agonist	TDP43 rescue	FUS yeast rescue	aSyn yeast inh	Abeta yeast res	DRD3 antagonist
COc1cc(C)ccc1OCCOc1cc(C)ccc1Cl	?	i	-2.6%	-4.4%	?	-5.8%	1.7%	24.3%	2.7
NC(=O)C1(Nc2ccc(-c3ccc(Br)cc3)cc2)CCCC1	?	i	1.0%	-23.1%	3.1%	.	12.7%	8.6%	-8.4
CN1CCN(S(=O)(=O)c2cc([N+](=O)[O-])ccc2Cl)CC1	20.3%	i	1.3%	-17.3%	11.0%	2.8%	-4.1%	-14.2%	0.7
CCCCc1cc(C)c(S(=O)(=O)c2ccccc2C)c(=O)[nH]1	3.7%	i	13.6%	-4.8%	3.1%	2.5%	-3.1%	8.5%	-1.3
Cc1ccc(S(=O)(=O)c2c(C)nn(C(C)(C)C)c2OC(=O)C(C)(C)C)cc1	?	i	9.6%	-5.9%	24.1%	17.9%	-6.3%	28.4%	21.5
O=C(CN1CCN(S(=O)(=O)c2ccc(Br)cc2)CC1)Nc1ccc(F)cc1F	-24.6%	i	-0.5%	i	16.1%	-14.5%	10.4%	-1.2%[9.22 µM]	-50.9*
C[C@H]1CN([C@@H](C)CO)S(=O)(=O)c2ccc(C#CC3CC3)cc2O[C@H]1CN(C)C(=O)c1cccnc1	1.3%	i	-6.8%	-41.9%[inhibitor]	0.0%	29.7%	0.3%	7.5%	-1.5
c1ccc(-c2ncc(-c3ccn[nH]3)s2)cc1	?	i	0.9%	-59.1%[inhibitor]	-6.9%	10.3%	-1.9%	-33.2%	6.8
COc1cc(/C=C/C(=O)OCC(=O)NC(=O)NCc2ccco2)ccc1OC(F)F	0.1%	i	-0.3%	i	-20.4%	.	-3.5%	7.7%	-13.8
CCC(C)c1ccccc1OCC(=O)NN1C(=O)c2ccccc2C1=O (stereo unspecified)	24.7%	i	-2.9%	i	0.0%	4.9%	0.9%	11.8%	0.7
C(=NOCCc1ccccc1)c1ccncc1	5.6%	i	10.3%	-46.9%[inhibitor]	7.5%	-6.5%	8.0%	7.8%	1.3
Oc1ccccc1C=NCCN1CCN(CCN=Cc2ccccc2O)C1c1ccccc1O (stereo unspecified)	6.7%	i	1.6%	-14.6%	3.0%	2.4%	1.0%	1.0%	2.7
COc1ccc(C(=O)NNc2ccccc2)cc1OC	?	i	-2.2%	i	-4.8%	.	5.7%	9.7%	-11.9
COc1ccc(Nc2c(-c3ccco3)nc3cccc(C)n23)cc1	?	i	9.6%	-6.3%	14.9%&9.7%	-2.1%&13.8%	2.5%	1.0%&-16.3%	22.9
Cc1nc2ncnn2c(C)c1Cc1ccc(Cl)cc1	11.9%	i	-1.4%	-4.5%	27.1%	14.4%	7.9%	13.8%	13.8
COc1cc2c(cc1OC)C(COc1ccc(F)cc1)N(C(=O)C(C)C)CC2 (stereo unspecified)	7.0%	.	30.4%	-0.4%	.	21.0%	.	7.8%	.
Cc1ccc(OCC(=O)NC2CCCCCC2)cc1C	?	i	0.2%	-7.2%	?	20.8%	8.4%	3.8%	-1.1
O=C1CCN(S(=O)(=O)c2ccc(Cl)cc2)CC1	13.5%	i	-2.9%	i	9.9%	-18.2%	2.0%	2.0%	23.4
Cc1ccccc1OCCC(=O)NNC(=O)COc1cccc(F)c1	-16.1%	i	-1.5%	i	-2.7%	.	-3.3%	-15.7%	-12.3
CC12CCC(=O)N1C(C(=O)NCCN1C(=O)S/C(=C\c3ccc(F)cc3)C1=O)CS2 (stereo unspecified)	?	i	-0.1%	-13.5%	20.9%	15.8%	2.3%	8.2%	-5.1
CCOc1ccccc1NC(=O)Cn1c(=O)n(-c2ccc(F)cc2)c(=O)c2sc3ccccc3c21	2.1%	.	-1.4%	-11.3%	5.1%	-12.2%	.	-3.5%	.
CC(C)[C@H](NC(=O)[C@@H]1CSC2c3ccccc3C(=O)N21)C(=O)NCc1ccco1 (stereo partly specified)	-17.5%	i	0.0%	i	-4.7%	16.4%	3.6%	-2.1%	-0.5
NC(CC(=O)OC1CCCCC1)C(=O)OC1CCCCC1 (stereo unspecified)	-18.7%	.	-12.4%	-2.3%[57.5 µM]	7.3%	-4.6%	3.4%	34.9%	?
O=C(NN=C1C2CC3CC(C2)CC1C3)c1cc(Cl)ccc1O	21.2%	i	-30.5%[inhibitor]	0.0%	-4.9%	7.2%	-13.7%	-25.1%	-8.9

Continued, starting with the last 2 of the part before.
SMILES	GLP1R inv ag	Akt phos inh	GLP-1R agonist	PTHR1 agonist	TDP43 rescue	FUS yeast rescue	aSyn yeast inh	Abeta yeast res	DRD3 antagonist
NC(CC(=O)OC1CCCCC1)C(=O)OC1CCCCC1 (stereo unspecified)	-18.7%	.	-12.4%	-2.3%[57.5 µM]	7.3%	-4.6%	3.4%	34.9%	?
O=C(NN=C1C2CC3CC(C2)CC1C3)c1cc(Cl)ccc1O	21.2%	i	-30.5%[inhibitor]	0.0%	-4.9%	7.2%	-13.7%	-25.1%	-8.9
COc1cc(OC)cc(-c2sc3ccc(OC)cc3c2C#CCCO)c1	10.5%	i	15.6%	i	0.0%	?	1.7%	0.1%	15.0
Cc1nnc(SC(C)C)n(N)c1=O	28.1%	i	2.4%	-22.7%	6.8%	-0.4%	-11.6%	-10.2%	17.2
CCCC(=O)Nc1nnc(C2CCCO2)s1 (stereo unspecified)	8.5%	i	3.8%	i	0.0%[9.22 µM]	7.7%	-1.3%	-1.7%	-1.9
Fc1ccc(-c2nc3ccc(Br)cn3c2Cc2cccc(Cl)c2)cc1	?	i	11.2%	-1.1%	35.5µM*	26.8%	4.3%	-8.3%	2.8
CC1(OC(=O)CCc2ccccc2)C(=O)C=C2C=C(c3ccc(C#N)cc3)N(C3CC3)C=C2C1=O (stereo unspecified)	-0.7%	i	-1.1%	15.6%	-12.4%	?	-3.5%	-28.8%	-6.8
COc1cc(C=O)c(Br)cc1OCC(=O)NCc1ccccc1	-19.7%	i	12.6%	-13.3%	-2.8%	-26.2%	-9.8%	-23.4%	-9.9
COc1ccccc1CCC(=O)N1CCC(n2nccc2NC(=O)C2CCOC2)CC1 (stereo unspecified)	5.1%	i	7.5%	i	10.2%	.	-10.6%	8.8%	6.9
COc1ccc(C#Cc2c(-c3ccccc3)n(C)c3ccccc23)cc1	?	i	1.3%	i	-23.8%	?	14.9%	-8.1%	4.2

Full records, looked up by structure. Screens in order: GLP1R inv ag	Akt phos inh	GLP-1R agonist	PTHR1 agonist	TDP43 rescue	FUS yeast rescue	aSyn yeast inh	Abeta yeast res	DRD3 antagonist
COc1ccccc1CCC(=O)N1CCC(n2nccc2NC(=O)C2CCOC2)CC1 (stereo unspecified) is listed as 5.1%	i	7.5%	i	10.2%	.	-10.6%	8.8%	6.9
COc1ccc(C#Cc2c(-c3ccccc3)n(C)c3ccccc23)cc1 is listed as ?	i	1.3%	i	-23.8%	?	14.9%	-8.1%	4.2
